Source: PubChem BioAssay (The Scripps Research Institute Molecular Screening Center)
pPAFAH inh: pPAFAH (human) enzyme inhibition; hit rate 1.5% among 330,000; inhibition, % at 3.39 µM; recombinant pPAFAH, FP-rhodamine probe fluorescence polarization; AID 463082;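 active = inhibition above the mean inhibition across the screen plus 3 SD, cut at about 25% in these data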;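 also: inhibitors block binding of the rhodamine activity-based probe so polarization drops; 0% = enzyme with DMSO and 100% = wells lacking pPAFAH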
Target sequence (Q13093 whole entry, looked up): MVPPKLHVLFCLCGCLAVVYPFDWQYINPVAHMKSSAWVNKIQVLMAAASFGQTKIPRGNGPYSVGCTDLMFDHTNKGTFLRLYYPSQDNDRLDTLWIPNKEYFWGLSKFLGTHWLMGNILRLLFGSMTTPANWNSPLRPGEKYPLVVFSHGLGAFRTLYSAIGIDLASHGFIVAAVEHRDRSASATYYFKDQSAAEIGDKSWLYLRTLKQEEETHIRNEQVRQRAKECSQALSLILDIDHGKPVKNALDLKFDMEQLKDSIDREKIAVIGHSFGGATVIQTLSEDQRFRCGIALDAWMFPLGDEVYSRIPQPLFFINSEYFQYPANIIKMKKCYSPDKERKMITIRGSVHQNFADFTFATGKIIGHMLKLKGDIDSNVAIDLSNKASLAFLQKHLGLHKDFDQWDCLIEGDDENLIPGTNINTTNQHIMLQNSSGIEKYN
GSTO1 counter: blocks human GSTO1 in RBBP9 counter-screen; P78417; recombinant GSTO1, activity-based probe fluorescence polarization; inhibition, % at 5.96 µM; hit rate 1.1% among 300,000; AID 1974;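 active = inhibition above the campaign mean inhibition plus 3 SD, cut at about 35% in these data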;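 also: 0% = GSTO1-1 with DMSO and 100% = wells lacking GSTO1-1 enzyme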
PAFAH1B2 inh: PAFAH1B2 (human) inhibition | P68402 | AID 492953 | inhibition, % at 3.39 µM | recombinant PAFAH1B2, FP-rhodamine activity probe, fluorescence polarization | hit rate 1.2% among 340,000;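 active = inhibition above the mean of all tested compounds plus 3 SD, cut at about 24% in these data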;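 also: 0% = enzyme with DMSO and 100% = wells lacking PAFAH1B2; many of its hits are not listed in these tables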
PREPL inhibitor: human PREPL enzyme inhibition; inhibition, % at 5.96 µM; recombinant PREPL, fluorescence polarization activity-based probe; hit rate 0.68% among 320,000; in the data active = inhibition above about 43%;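 also: 0% = enzyme with DMSO and 100% = wells lacking enzyme; many of its hits are not listed in these tables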
PAFAH1B3 FP inh: blocks human PAF acetylhydrolase 1B catalytic subunit 3 | AID 492972 | recombinant PAFAH1B3, FP-rhodamine probe, fluorescence polarization | hit rate 0.28% among 340,000 | inhibition, % at 3.39 µM;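 active = inhibition above the screen-wide average of all tested compounds plus 3 SD, cut at about 25% in these data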;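 also: 0% = enzyme with DMSO only and 100% = wells lacking PAFAH1B3 protein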
PAD4 FP inh: PAD4 (human) enzyme inhibition; inhibition, % at 6.36 µM; hit rate 0.41% among 330,000; recombinant PAD4, RCA probe fluorescence polarization; Q9UM07;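 active = percent inhibition above a cutoff equal to the mean of all tested compounds plus 3 SD, cut at about 15% in these data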;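 also: 0% = PAD4 with RCA probe and DMSO and 100% = probe without PAD4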
Target sequence (Q9UM07 whole entry, looked up): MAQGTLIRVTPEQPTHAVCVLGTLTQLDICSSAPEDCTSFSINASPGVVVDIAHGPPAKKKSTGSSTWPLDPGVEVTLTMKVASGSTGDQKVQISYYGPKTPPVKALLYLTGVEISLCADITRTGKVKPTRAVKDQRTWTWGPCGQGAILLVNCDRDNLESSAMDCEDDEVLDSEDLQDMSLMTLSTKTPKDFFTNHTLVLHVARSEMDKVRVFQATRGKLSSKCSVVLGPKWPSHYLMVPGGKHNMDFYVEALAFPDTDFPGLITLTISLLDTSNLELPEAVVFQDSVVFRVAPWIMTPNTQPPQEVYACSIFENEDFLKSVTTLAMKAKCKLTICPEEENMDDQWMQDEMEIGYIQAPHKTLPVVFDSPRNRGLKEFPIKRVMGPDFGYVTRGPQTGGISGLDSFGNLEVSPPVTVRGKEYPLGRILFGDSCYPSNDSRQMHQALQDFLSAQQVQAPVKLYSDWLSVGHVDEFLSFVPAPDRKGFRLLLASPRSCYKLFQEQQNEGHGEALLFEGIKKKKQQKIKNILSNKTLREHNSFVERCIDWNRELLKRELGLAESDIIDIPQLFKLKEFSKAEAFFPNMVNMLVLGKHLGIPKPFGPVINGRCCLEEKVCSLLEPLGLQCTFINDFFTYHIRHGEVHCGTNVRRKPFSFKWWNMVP
LYPLA1 counter: counter-screen for PME1 inhibitors: inhibitors of human LYPLA1; recombinant LYPLA1, FP-Rh probe fluorescence polarization; O75608; AID 2174; hit rate 0.16% among 320,000; inhibition, % at 5.9 µM;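 active = inhibition above the mean of all tested compounds plus 3 SD, set per campaign, cut at about 14% in these data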;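 also: inhibitors block serine hydrolase probe labeling of LYPLA1 so polarization falls; 0% = enzyme with DMSO and 100% = wells lacking LYPLA1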
PAFAH2 FP inh: PAFAH2 (human) inhibition. Q99487. recombinant PAFAH2, FP-rhodamine activity probe, fluorescence polarization. inhibition, % at 3.39 µM. hit rate 0.99% among 340,000. AID 492956;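 active = inhibition above the mean over all tested compounds plus 3 SD, cut at about 30% in these data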;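 also: inhibitors block probe labeling of enzyme so polarization drops; 0% = enzyme with DMSO and 100% = wells lacking PAFAH2 protein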
LYPLA2 counter: counter-screen for PME1 inhibitors: inhibitors of human LYPLA2; inhibition, % at 5.9 µM; O95372; AID 2177; recombinant LYPLA2, FP-Rh probe fluorescence polarization; hit rate 0.38% among 320,000;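 active = inhibition above the screen-wide mean plus 3 SD, limit set per campaign, cut at about 26% in these data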;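 also: 0% = LYPLA2 with DMSO and 100% = wells lacking LYPLA2 enzyme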
* = called active by the depositor; . = no result given. Only part of the results is shown. The share of hits here may be higher or lower than overall.

Order of results – pPAFAH inh, GSTO1 counter, PAFAH1B2 inh, PREPL inhibitor, PAFAH1B3 FP inh, PAD4 FP inh, LYPLA1 counter, PAFAH2 FP inh, LYPLA2 counter
- CC(=O)[C@H]1[C@H](c2cccc(Cl)c2)C(C#N)(C#N)[C@@H]2c3ccccc3C=CN21
 : 2.8, -9.6, ., 4.5, ., -26.3, -5.5, ., -17.2
- CC(C)OC(=O)CSc1nc(Cc2ccccc2)nc2ccccc12
 : 2.0, -14.9, -1.5, -0.3, 3.6, -1.0, -0.5, 1.2, -4.8
- C[C@]12c3[nH]c4ccccc4c3CCN1C(=O)C(CC(=O)NCCc1ccccn1)C[C@@H]2C(=O)N1CCOCC1 (some centres not stated)
 : 3.0, ., 5.3, -0.5, 4.5, -1.6, ., -7.7, .
- O=C(Oc1ccc(Cl)c2cccnc12)C12CC3CC(CC(C3)C1)C2
 : 4.7, 7.3, 5.2, 12.7, 4.3, 4.1, -0.6, -2.2, 4.4
- COc1ccc(CNC(=O)CS(=O)Cc2nc(-c3ccc(OC)c(OC)c3)oc2C)cc1 (configuration not stated)
 : -3.2, 1.6, 1.9, 16.0, -2.1, 3.2, 2.5, -3.9, 7.2
- O=C(CCNC(=O)c1ccc(Br)o1)NC1CCCC1
 : 1.7, -2.3, 1.2, 6.0, 3.5, -6.7, -4.7, 3.1, -1.0
- COc1cccc(CNC(=O)N2CCN(S(=O)(=O)c3ccc(Cl)cc3)CC2)c1
 : -2.1, -4.3, 18.4, -6.3, 0.4, 3.0, 0.1, 2.8, -2.3
- Cc1ccc(S(=O)(=O)NC(C)C(=O)NCc2ccc(Cl)cc2)cc1 (configuration not stated)
 : -2.4, 10.7, ., -3.9, ., 0.7, -0.3, ., 3.0
- COC(=O)Cn1nc(-c2ccccc2)c2ccccc2c1=O
 : 5.6, -3.1, -0.5, 3.8, 6.3, -2.7, 0.5, -0.6, -0.4
- Cc1cc(NC(=O)CN2CCCCC2)n(-c2ccccc2)n1
 : -5.1, -8.0, ., 2.6, ., -5.6, -5.8, ., -10.8
- CCOC(=O)/C(=N\Nc1ccccc1[N+](=O)[O-])c1csc(Nc2ccccc2)n1
 : 14.2, 0.9, -1.9, 14.4, 3.0, 1.9, -2.9, -3.6, 1.7
- CCOc1ccc(NC(=O)CN(C)C(=O)c2cc3c(s2)CCC(C)C3)cc1OCC (configuration not stated)
 : 5.0, ., 8.2, 12.1, -3.8, -5.6, -0.2, 0.0, 3.9
- CC1CCCCC1NC(=O)COc1ccc(-n2cnnn2)cc1 (configuration not stated)
 : -0.6, -19.0, 3.0, 11.8, -1.5, 0.6, -1.4, 1.6, -0.5
- CN(C)CC(O)COc1cc2ccccc2cc1C(=O)N1CCCCC1 (configuration not stated)
 : 5.2, 4.5, 2.8, 8.5, 2.9, -1.2, -1.7, 7.4, 0.9
- O=C(COc1ccccc1[N+](=O)[O-])NCCCN1CCCC1=O
 : -3.2, ., 4.5, 11.5, -0.1, -4.8, -1.3, 7.9, 1.5
- COc1ccccc1/C=C/C1NC(=O)NC(C)=C1C(=O)OC(C)C (configuration not stated)
 : 12.0, -2.4, 5.3, -4.2, 2.3, 0.6, -1.0, 3.4, -3.6
- CSc1ccccc1NC(=O)Cn1nc([N+](=O)[O-])cc1C
 : -1.4, 7.5, 4.5, 3.0, -1.2, -3.3, 0.1, 6.5, -4.2
- CCCn1c(N)c(N(CCOC)C(=O)c2cc(S(=O)(=O)N3CCCCCC3)ccc2OC)c(=O)[nH]c1=O
 : 0.2, 0.9, 9.0, 3.1, 13.8, 3.0, -3.2, 0.9, -0.3
- Cc1ccc(CNC(=O)CS(=O)Cc2nc(-c3ccccc3Cl)oc2C)cc1 (configuration not stated)
 : 8.5, 17.2, 4.4, -7.4, 3.4, -5.2, 1.5, 3.4, 5.4
- CCNC(=O)CCn1nc(-c2ccc(C)cc2)c2ccccc2c1=O
 : 5.3, 4.5, 2.9, -3.8, -5.9, -1.9, -0.5, 9.0, 3.4

Three structures from above, sorted by count of non-hydrogen atoms, falling:
Order of results – pPAFAH inh, GSTO1 counter, PAFAH1B2 inh, PREPL inhibitor, PAFAH1B3 FP inh, PAD4 FP inh, LYPLA1 counter, PAFAH2 FP inh, LYPLA2 counter
- CCOc1ccc(NC(=O)CN(C)C(=O)c2cc3c(s2)CCC(C)C3)cc1OCC (configuration not stated)
 : 5.0, ., 8.2, 12.1, -3.8, -5.6, -0.2, 0.0, 3.9
- Cc1ccc(CNC(=O)CS(=O)Cc2nc(-c3ccccc3Cl)oc2C)cc1 (configuration not stated)
 : 8.5, 17.2, 4.4, -7.4, 3.4, -5.2, 1.5, 3.4, 5.4
- CC(C)OC(=O)CSc1nc(Cc2ccccc2)nc2ccccc12
 : 2.0, -14.9, -1.5, -0.3, 3.6, -1.0, -0.5, 1.2, -4.8

(next part)
Order of results – pPAFAH inh, GSTO1 counter, PAFAH1B2 inh, PREPL inhibitor, PAFAH1B3 FP inh, PAD4 FP inh, LYPLA1 counter, PAFAH2 FP inh, LYPLA2 counter
- O=C1Nc2ccccc2S/C1=C\C(=O)N1CCCC1
 : -4.8, -3.3, ., -4.9, ., 12.0, 4.5, ., 6.1
- CCOC(=O)c1sc(NS(=O)(=O)c2ccc(NC(C)=O)cc2)nc1C
 : -5.0, 2.7, -0.7, 11.8, -6.3, 4.7, 0.5, -3.0, 3.5
- O=C(Cn1cnc2c(nnn2Cc2ccccc2)c1=O)Nc1ccc2c(c1)OCCO2
 : -4.9, -2.5, -1.4, -0.1, 5.0, -6.9, -4.9, -5.3, -0.4
- COc1ccc(CCNC(=O)Cn2cc(C(F)(F)F)cc(Cl)c2=O)cc1
 : -2.0, 3.2, 4.5, -3.9, 8.7, 4.5, 3.4, -0.4, 9.2
- CC1CC(CCN)(c2ccccc2)C(C)CN1C (configuration not stated)
 : 3.6, 0.1, -5.0, 23.0, -7.5, -6.1, 1.6, -2.2, 5.8
- O=C(Nc1ccccc1NS(=O)(=O)c1ccc(F)cc1)C1CCCC1
 : 11.4, -0.4, 3.6, -1.7, 8.5, -0.4, -1.5, 2.0, 9.8
- O=C(c1cn(-c2ccccc2)nc1-c1ccc(F)cc1)N1CCOCC1
 : -2.3, 0.2, 8.1, -10.5, 2.7, -3.5, -2.0, 1.6, -5.1
- Cc1ccc(O)c(C(=O)c2cnc3c(c2)c(C)nn3-c2ccccc2)c1
 : -2.7, 5.9, -0.9, -12.3, 0.4, 0.3, -1.3, -10.3, 2.7
- Nc1nncn1C(=O)CCc1ccccc1
 : 1.8, 1.5, 3.8, -10.2, 11.8, -1.1, 5.5, 2.3, 2.8
- O=C(N[C@H]1CCC(=O)N([C@H](CSc2ccc(Br)cc2)Cc2ccccc2)CC1)OCc1ccccc1
 : -5.9, ., -3.6, 18.8, 1.6, -0.9, ., -6.6, .
- COC(=O)[C@@]1(C)[C@H]2C(=O)N(Cc3ccccc3)C(=O)[C@H]2[C@H]2CN=C(SCc3ccc(Cl)cc3)N21
 : 4.1, ., 19.6, ., 8.6, -1.2, ., 3.3, .
- CC12CC3(C)CC(C)(C1)CC(C(=O)NC(=S)N1CCCC1)(C2)C3
 : -9.6, 3.2, 6.4, -7.2, 7.8, -7.8, -2.7, 2.7, -6.5
- COc1ccc2c(c1)SCC(=O)N2C
 : -1.7, -1.8, 2.6, 18.2, 3.4, 3.5, 1.4, -4.9, 10.4
- O=C(O)C1Nc2c(C(=O)N3CCOCC3)cccc2C2C=CCC12 (configuration not stated)
 : 19.8, 35.7*, 6.5, 1.3, 1.2, -12.0, -5.2, 22.7, -10.4
- COc1ccccc1C(=O)Nn1c(-c2cccs2)nc2ccccc2c1=O
 : 0.5, -0.1, -0.4, -0.3, -6.2, -0.8, -0.5, 5.3, -1.2
- O=C(CN1CCCCC1)N1CCCc2c1c(=O)oc1ccc(OCc3ccccc3)cc21
 : 0.4, -3.8, 8.7, 11.4, 2.1, -4.5, 0.8, 2.5, 3.4
- O=C(NC1CCCCC1)C(c1ccco1)N(C(=O)c1csnn1)C1CCCC1 (configuration not stated)
 : 3.5, -3.5, 7.5, 6.4, 3.9, 3.3, 0.0, 4.3, 2.0
- COc1ccccc1Nc1nc(N)nc(CN2CCCCC2)n1
 : 4.7, 1.0, -1.3, -2.1, 6.3, -2.5, -1.0, -1.3, 0.6
- CCCN1CCC(=O)N(CCN=[N+]=[N-])CC1
 : 1.2, 1.4, 2.2, 3.0, -8.4, -4.2, -0.1, -0.5, -0.3
- COc1ccc(C2(C(=O)NCCN3CCOCC3)CCOCC2)cc1
 : -2.5, 6.3, 0.8, 2.4, -6.8, 0.3, -3.4, 3.8, 4.9
- [O-][n+]1c2ccc3nonc3c2nn1-c1ccccc1Cl
 : -2.7, -0.4, -2.0, -1.8, -0.1, -4.0, -1.3, 3.8, 1.9
- Cn1c(=O)c2c(nc(SCc3cccnc3)n2Cc2ccccc2)n(C)c1=O
 : 6.3, -7.0, 6.2, -11.5, 11.2, 1.0, 1.9, -4.6, -0.8
- CCN(CC)S(=O)(=O)c1ccc(C(=O)OCC(=O)c2ccc3c(c2)NC(=O)CO3)cc1
 : 3.9, 3.6, -1.3, 9.2, 2.1, 2.4, 0.6, 1.9, 11.7
- COc1ccccc1N(CC(=O)NCCN1CCOCC1)S(=O)(=O)c1ccc(C)cc1
 : 0.2, 4.0, -1.3, -8.4, 4.3, 0.8, 1.7, 5.1, -3.2
- O=C(CCCN1C(=O)/C(=C/c2cccs2)SC1=S)NNC(=O)c1ccccc1O
 : 13.9, -3.0, -2.5, 1.0, 9.8, 0.3, -10.5, 14.1, -28.7
- COc1cccc(CN2CC(C(=O)N(C)CCc3ccccc3)CCC2=O)c1 (configuration not stated)
 : 0.6, 4.0, 1.8, 12.0, 7.5, -3.2, -0.2, 2.8, 7.0
- O=C(NCN1C(=O)C2C3C=CC(C3)C2C1=O)Nc1ccccn1 (configuration not stated)
 : 5.8, 11.8, 0.7, 3.3, 6.6, -6.5, -2.1, -4.5, 0.1
- CCOc1cc(/C=N/NC(=O)c2cccc(S(=O)(=O)N3CCOCC3)c2)ccc1OCC(=O)N(C)C
 : 2.4, 5.4, 2.5, 7.2, 12.0, -1.5, 1.0, 5.0, 6.5
- [N-]=[N+]=NCC/C=C\C1NS(=O)(=O)OCC1O (configuration not stated)
 : 3.0, 0.7, 7.2, 1.3, 1.4, -0.7, 0.6, -2.9, 4.5
- COC(=O)c1ccc(C(=O)OC)c(NC(=S)N2CCN(c3cc(Cl)ccc3C)CC2)c1
 : 5.6, 6.8, 0.0, 11.7, 5.4, 0.7, 6.8, -6.8, 6.5
- O=C(CC12CC3CC(CC(Br)(C3)C1)C2)NC1=NCCS1
 : 7.2, 2.6, 15.7, 2.8, -3.1, -0.8, 1.9, 2.4, -5.0
- OCc1nc2ccccc2n1CCOc1ccccc1
 : -2.1, 5.8, 5.8, 6.2, 7.4, 2.8, 0.4, 3.7, 1.9
- COc1ccc(-n2c(Cc3cccn3C)nnc2SCC(=O)Nc2nccs2)cc1
 : 3.8, 3.8, 9.0, 14.8, 9.8, -3.4, 1.1, -1.9, -0.8
- Cc1oc(-c2ccccc2Cl)nc1CS(=O)CC(=O)NCc1ccc2c(c1)OCO2 (configuration not stated)
 : 5.5, -10.3, 1.2, -1.3, 6.4, -3.2, 3.8, 2.4, 0.8
